NCI-60 one-dose screen, 48 h, at 10 µM unless noted. Numbers give growth in % (100 = growth as untreated, 0 = no growth, -100 = all killed).
HT29 = HT29 colon cancer | AID 1794748 | hit rate 7.4% among 81,000
SNB-75 = SNB-75 CNS cancer. AID 1794750. hit rate 5% among 79,000
SF-268 = SF-268 CNS cancer cells. hit rate 3.1% among 82,000. AID 1794759
KM12 = KM12 colon cancer cells; hit rate 5% among 82,000
HCC-2998 = HCC-2998 colon cancer; hit rate 4.7% among 79,000; AID 1794799
HCT-116 = HCT-116 colon cancer | hit rate 7.3% among 82,000
SW-620 = SW-620 colon cancer; AID 1794795; hit rate 5.2% among 82,000
SNB-19 = SNB-19 CNS cancer cells. hit rate 2.5% among 81,000
HCT-15 = HCT-15 colon cancer; hit rate 5.2% among 82,000
The depositor's hits bear a star; / = no result given; & = joins results of further samples. The calls were made as follows: active = growth percent below 10; inactive = the rest.

SMILES	HT29	SNB-75	SF-268	KM12	HCC-2998	HCT-116	SW-620	SNB-19	HCT-15
OCCc1cccc(C(F)(F)F)c1	108	117	99	107	/	98	116	112	103
COc1ccc(-c2cn(-c3cccc(C(=O)/C=C/c4cc(OC)c(OC)c(OC)c4)c3)c(=O)[nH]2)cc1	-67*	50	20	-63*	/	-92*	-51*	34	3.1*
COc1c2ccoc2cc2oc(-c3ccccc3)cc(=O)c12	92	73	101	98	93	96	93	85	86
CC(OC(=O)Nc1cccc(Cl)c1)C(=O)O (stereo not drawn)	102	85	100	101	100	97	99	97	104
COc1ccc(/C=C2\N=C(c3ccccc3)N(C(=O)c3ccc(O)cc3)NC2=O)cc1	106	/	115	94	94	91	105	95	95
O=C1Nc2ccccc2/C1=C\c1c(-c2ccc(F)cc2)nc2ncccn12	104	93	95	93	88	96	104	107	93
O=C(NCc1ccccc1)c1ccc(Cl)cc1	102&92	111&82	98&104	103&107	102&103	94&100	101&93	94&114	95&103
CCN(CCCNc1cc2c(c(N)c1S(=O)(=O)O)C(=O)c1ccccc1C2=O)c1ccccc1	104	88	109	107	108	90	113	95	107
CS(=O)(=O)c1ccc(-c2nc3cc(Cl)ccc3n2CC(=O)NO)cc1	96	74	89	94	115	103	96	96	102
COc1ccc(C2CC(c3ccc(Nc4ccnc5cc(Cl)ccc45)cc3)=NN2c2ccc(Cl)cc2)cc1 (stereo not drawn)	79	86	106	89	97	77	96	89	92
CCOC(=O)c1c(Nc2ccccc2)nn2c(-c3ccc(F)cc3)c(C#N)cnc12	104	49	94	88	113	94	90	91	99
COc1ccc(Nc2nc(SCC(C)C)nc(-c3ccc(OC)cc3)c2C#N)cc1	90	102	95	99	105	94	97	95	103

Sorted by SMILES length (low to high): 3 of the compounds above.
SMILES	HT29	SNB-75	SF-268	KM12	HCC-2998	HCT-116	SW-620	SNB-19	HCT-15
OCCc1cccc(C(F)(F)F)c1	108	117	99	107	/	98	116	112	103
CC(OC(=O)Nc1cccc(Cl)c1)C(=O)O (stereo not drawn)	102	85	100	101	100	97	99	97	104
COc1ccc(C2CC(c3ccc(Nc4ccnc5cc(Cl)ccc45)cc3)=NN2c2ccc(Cl)cc2)cc1 (stereo not drawn)	79	86	106	89	97	77	96	89	92

(list continues)
SMILES	HT29	SNB-75	SF-268	KM12	HCC-2998	HCT-116	SW-620	SNB-19	HCT-15
CC(C)CC1(C)CNC(=O)NC1	117	107	103	104	105	106	103	108	100
O=C(COc1ccc(NC(=O)Nc2ccccc2)cc1)N=Nc1c(O)[nH]c2ccccc12	120	136	95	104	109	96	101	100	96
Clc1ccccc1C(c1ccccc1)(c1ccccc1)n1ccnc1	27	44	57	27	52	22	44	58	23
NC(CCCCO)C(=O)O (stereo not drawn)	114	122	112	106	108	77	109	104	105
O=C(O)/C=C/C(=O)Nc1ccccc1Cl	104	81	113	112	108	103	105	/	96
N#Cc1c(Cl)nc(SCc2ccc(F)cc2)nc1-c1ccc(F)cc1	67	123	96	92	111	81	99	98	87
O=C(Nc1ccc([N+](=O)[O-])cc1)OC1CCS(=O)(=O)C1 (stereo not drawn)	102	71	95	95	85	96	102	98	100
CCOc1ccc(NC(=O)C2CCCN(C)C2)cc1 (stereo not drawn)	106	96	104	108	132	105	131	101	102
c1ccc2c([C@H]3CC[C@H](c4c[nH]c5ccccc45)c4[nH]c5ccccc5c43)c[nH]c2c1	65	72	78	64	76	52	82	93	59
CCOC(=O)Nc1ccccc1F	103	93	98	103	88	106	108	98	102
Cn1cc(-c2cc(-c3cn(C)c4ccc(Cl)cc34)on2)c2cc(Cl)ccc21	85	82	108	100	91	81	88	106	90
O=C1C2=C(CCN(Cc3ccccc3)C2)N2CCN=C2N1Cc1cccs1	93	99	102	103	97	98	111	96	93
C/C=C/CSC(C)(C)C(=O)NC	98	92	103	102	101	91	104	101	100
CC1(O)C(c2ccccc2)=Nc2ccccc21 (stereo not drawn)	99	105	105	102	117	102	107	101	104
Cc1cccc(-c2nc(Nc3ccc(S(N)(=O)=O)cc3)c3ccccc3n2)c1	106	107	118	106	109	104	110	95	103
CN1CC(c2nc3ccccc3s2)CC1=O (stereo not drawn)	104	91	103	100	111	97	108	104	101
CN(C)Cc1cc(OCc2ccccc2)cc(CN(C)C)c1O	105	90	104	101	103	112	106	99	97
CCOC(=O)C1=C(c2ccccc2)N=c2s/c(=C/c3ccc(Br)cc3)c(=O)n2C1c1ccc(OC)cc1 (stereo not drawn)	104	79	90	94	108	92	97	88	101
CCOC(=O)C(Nc1ccc(SC)cc1)c1ccccc1 (stereo not drawn)	94	89	116	118	113	91	103	100	97
COC(=O)NN1CC(O)=C(c2nc(-c3ccc(F)cc3)cs2)C1=N	114	97	105	98	113	93	97	102	109
CS(=O)(=O)c1ccc(-c2nc3cc(Cl)ccc3n2CC(N)=O)cc1	92	82	93	83	120	95	97	95	98
CCCCCCNC(=O)Oc1ccc(/C(=C(/C)Cc2ccc(OC)cc2)c2ccc(OCCN(C)C)cc2)cc1	-7.3*	51	72	56	52	27	35	79	1.8*
Cc1cccc(Cl)c1NC(=O)Nc1cccc(C#N)c1	104	95	90	101	99	91	112	95	99
CN(C)CCOc1ccc(CN)cc1	100	89	102	101	102	87	100	98	99
CC(C)CCC[C@@H](C)[C@H]1CC[C@H]2[C@@H]3CC=C4c5sc(Nc6ccccc6Cl)nc5CC[C@]4(C)[C@H]3CC[C@]12C	93	89	97	95	104	93	89	98	96
O=C1/C(=C\c2ccccc2)CN(C(=O)c2ccccc2F)C/C1=C\c1ccccc1	-47*	53	17	/	-84*	-85*	-72*	51	-28*
CCCCNC(=O)C(C)C	109	96	109	104	95	94	105	105	104
[N-]=[N+]=NCCCC[C@H]1N=C(c2ccc(Br)cc2)Nc2nc3ccccn3c2C1=O	106	88	91	82	112	93	92	95	98
NS(=O)(=O)c1ccc(-n2cc(CN3CCN(C4CCCCC4)CC3)nn2)cc1	102	103	103	110	102	100	104	99	107
CCNc1nc(CC(C)C)c(C#N)c(=O)n1C	82	65	69	81	97	78	90	69	64
Cc1csc(/N=C/c2ccc([N+](=O)[O-])o2)n1	103	91	93	108	110	92	92	107	95
O=C1Cc2cccc3c2c(cn3Cc2ccccc2)-c2ccccc21	83	76	93	65	101	76	89	98	79
COc1cc2cc3c(nc2cc1OC)CCN3Cc1ccc(NC(=O)Nc2ccc(Cl)c(Cl)c2)cc1	78	69	90	102	116	84	99	92	86
CCCCOCCOC(c1cc2c(cc1Br)OCO2)C(C)Br (stereo not drawn)	90	85	95	94	103	101	/	105	96
CCC(=O)O[C@H]1[C@H](O[C@@H]2[C@@H](C)[C@H](O[C@H]3C[C@@](C)(OC)[C@@H](O)[C@H](C)O3)[C@@H](C)C(=O)O[C@H](CC)[C@@](C)(O)[C@H](O)[C@@H](C)C(=O)[C@H](C)C[C@@]2(C)O)O[C@H](C)C[C@@H]1N(C)C	94	108	99	101	104	97	92	95	106
Cn1c(=O)n(CCCO)c(=O)c2c1nc(Oc1cccc(OC(F)(F)F)c1)n2Cc1ccc(Cl)cc1	80	91	77	87	97	69	86	92	85
COc1ccc(C2c3sc4c(Br)cccc4c3Oc3ncnc(N)c32)cc1 (stereo not drawn)	106	76	81	91	103	88	93	86	86
NC(=S)N/N=C/c1ccccc1	102	95	119	116	/	100	105	107	94
COc1ccc(-c2n[nH]nc2-c2ccccc2C#N)cc1	106	68	96	79	86	92	78	94	86
NCCn1cc(-c2nc(-c3c[nH]c4ncccc34)cs2)c2cc(F)ccc21	67	64	82	66	96	61	50	86	59
COc1ccc(-c2nc(SCC(C)C)nc(N/N=C\c3ccc(Cl)cc3)c2C#N)cc1	78	73	88	/	107	55	65	89	56
C=CC[N+](C)(C)Cc1nc(C#N)c(N(C)C)o1	102	/	95	96	96	101	97	96	101
CC(C(=O)O)c1cccc(Oc2ccccc2)c1 (stereo not drawn)	113	105	106	103	104	110	98	98	104
CC(C)(C)Nc1c(-c2ccc(-c3ccccc3)cc2)nc2sccn12	56	/	96	82	114	80	100	87	77
CCOC(=O)/C(F)=C/C1CC1CCc1cccc(C(F)(F)F)c1 (stereo not drawn)	107	102	105	99	109	110	102	97	101
BrCCc1ccc2ccccc2c1	91	101	123	125	111	106	117	104	101
CCCCCCCCCCCCOC(=N)N(C)C	102	86	101	101	101	88	99	96	97
CCOC(=O)c1nn(-c2ccc(C)cc2)c(=O)c2c(N)c(C#N)c(-c3ccc(OC)cc3)cc12	99	67	95	95	110	99	94	91	99
CCC1(CC)C(C#N)C(=O)NC(=O)C1C#N (stereo not drawn)	111	98	100	100	97	115	102	105	105
CC1(C)C(CC(=O)O)CC1C(=O)O (stereo not drawn)	98	95	106	112	104	98	99	101	107
O=S(=O)(O)CCN1CCN(CCO)CC1	113	117	92	89	122	92	95	114	114
COc1ccc(/C=C(/NC(=O)c2ccccc2)C(=O)Nc2ccc(S(N)(=O)=O)cc2)cc1OC	106	103	104	104	106	109	102	100	101
O=C1/C(=C\c2ccco2)SC(=S)N1CCc1ccc(O)cc1	114	78	95	85	116	96	109	96	93
CC(=O)c1nn(-c2ccc(Cl)cc2)/c(=N\N=C\c2coc3ccc(F)cc3c2=O)s1	114	81	103	102	109	95	95	101	102
COc1ccccc1C(=O)Nc1c(C)cccc1Cl	106	70	95	103	101	94	105	96	98
COc1ccc(C2C=C(c3ccc(NCc4nccc(OCC(F)(F)F)c4C)cc3)NC(N)=N2)cc1O (stereo not drawn)	88	89	98	93	117	69	114	99	84
Nc1c[nH]c2ccccc12	107	70	84	84	98	104	/	108	83
COC(=O)Nc1cccc2ccccc12	103	102	102	107	118	95	93	92	103
CC(=O)c1c(OCC#N)ccc2c(C)cc(=O)oc12	117	103	110	107	109	101	97	97	102
S=c1c2ccccc2[nH]c2ccccc12	76	95	99	94	107	78	82	98	71

(listing goes on)
SMILES	HT29	SNB-75	SF-268	KM12	HCC-2998	HCT-116	SW-620	SNB-19	HCT-15
CCCCCc1ccnc(CC(=O)c2ccc(OC)cc2)c1	71	86	99	100	101	78	88	98	100
CC(C(C(=O)N1CCCCC1)N1CCCCC1)N1CCCCC1 (stereo not drawn)	105	100	115	113	107	97	108	103	107
O=C(O)CCNCCO	112	85	102	108	102	101	98	103	101
N#Cc1c(-c2ccco2)nc2c(c(-c3ccccc3)nn2-c2ccccc2)c1-c1ccc(O)cc1	30	71	68	43	92	37	48	96	38
N#Cc1ncc(-c2cccnc2F)c(NC2CCCCCC2)n1	94	78	98	105	107	90	111	96	86
CCCc1cc2c(cc1NC(=O)Cc1ccccc1)OCO2	108	90	103	107	115	111	108	99	104
COc1cc(Nc2cc(O)c3c(=O)cc(-c4ccccc4)oc3c2)cc(OC)c1OC	110	/	101	98	100	75	93	87	86
CCOC(=O)C(=O)c1ccccc1	98	94	117	112	111	100	112	106	110
CC(=O)c1cc[n+](C)cc1	103	90	95	103	102	107	103	105	94
COCc1cc(C(C)(C)C)ccc1O	93	91	101	102	109	105	103	101	100
CCOC(=O)c1cnc2ccc(OC)cc2c1Nc1cccc(S(=O)(=O)NC)c1	112	/	86	96	101	97	113	89	82
NCCCNc1nc2ccccc2c2c(=O)c3cccc(F)c3sc12	-14*	43	46	4.0*	-46*	-73*	-62*	44	9.2*
CCCc1cn(CC(=O)Nc2nc3ccccc3s2)nn1	104	101	99	109	116	101	100	102	108
CCC(=O)N1N=C(c2ccc(-n3ccc(C(F)(F)F)n3)c(F)c2)CC1c1ccc[nH]1 (stereo not drawn)	104	99	102	104	114	106	108	101	102
O=C(NNc1cn[nH]c(=O)c1Cl)/C(=C/c1ccc2c(c1)OCO2)NC(=O)c1ccccc1	104	93	100	98	110	97	101	100	95
O=C(O)c1cn(C2CC2)c2cc(N3CCN(Cc4n[nH]c(=S)o4)CC3)c(F)cc2c1=O	98	91	100	107	103	97	99	98	99
COc1ccc(-c2c(-c3ccc(OC)c(O)c3)cnc3ncnn23)cc1	108	100	101	102	109	98	99	102	100
Cc1sc2c(c1C)c(=O)nc1c(-c3nc(-c4ccccc4)no3)n[nH]n12	123	91	104	105	130	104	102	99	95
CC(=O)Oc1cc(OC(C)=O)cc(C(=O)Nc2ccc(C(C)C)cc2)c1	84	85	86	75	106	101	105	107	93

In the list so far, 11 have an NH in an aromatic ring.
SMILES	HT29	SNB-75	SF-268	KM12	HCC-2998	HCT-116	SW-620	SNB-19	HCT-15
COc1ccc(-c2cn(-c3cccc(C(=O)/C=C/c4cc(OC)c(OC)c(OC)c4)c3)c(=O)[nH]2)cc1	-67*	50	20	-63*	/	-92*	-51*	34	3.1*
O=C(COc1ccc(NC(=O)Nc2ccccc2)cc1)N=Nc1c(O)[nH]c2ccccc12	120	136	95	104	109	96	101	100	96
c1ccc2c([C@H]3CC[C@H](c4c[nH]c5ccccc45)c4[nH]c5ccccc5c43)c[nH]c2c1	65	72	78	64	76	52	82	93	59
COc1ccc(-c2n[nH]nc2-c2ccccc2C#N)cc1	106	68	96	79	86	92	78	94	86
NCCn1cc(-c2nc(-c3c[nH]c4ncccc34)cs2)c2cc(F)ccc21	67	64	82	66	96	61	50	86	59
Nc1c[nH]c2ccccc12	107	70	84	84	98	104	/	108	83
S=c1c2ccccc2[nH]c2ccccc12	76	95	99	94	107	78	82	98	71
CCC(=O)N1N=C(c2ccc(-n3ccc(C(F)(F)F)n3)c(F)c2)CC1c1ccc[nH]1 (stereo not drawn)	104	99	102	104	114	106	108	101	102
O=C(NNc1cn[nH]c(=O)c1Cl)/C(=C/c1ccc2c(c1)OCO2)NC(=O)c1ccccc1	104	93	100	98	110	97	101	100	95
O=C(O)c1cn(C2CC2)c2cc(N3CCN(Cc4n[nH]c(=S)o4)CC3)c(F)cc2c1=O	98	91	100	107	103	97	99	98	99
Cc1sc2c(c1C)c(=O)nc1c(-c3nc(-c4ccccc4)no3)n[nH]n12	123	91	104	105	130	104	102	99	95

Screening data as filed in PubChem BioAssay.
